# mcGAS MS inh = inhibitors of mouse cGAS. Q8C6L5. recombinant mouse cGAS, cGAMP by RapidFire MS. inhibition, % at 12.5 µM. 130,000 compounds, 0.18% hits;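 active means inhibition of cGAS enzyme activity at or above 60%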;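 further: enzyme stimulated by 45 bp dsDNA with ATP and GTP substrates; cGAMP share of summed cGAMP plus half ATP and half GTP signals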
# Target sequence (Q8C6L5 whole entry, looked up): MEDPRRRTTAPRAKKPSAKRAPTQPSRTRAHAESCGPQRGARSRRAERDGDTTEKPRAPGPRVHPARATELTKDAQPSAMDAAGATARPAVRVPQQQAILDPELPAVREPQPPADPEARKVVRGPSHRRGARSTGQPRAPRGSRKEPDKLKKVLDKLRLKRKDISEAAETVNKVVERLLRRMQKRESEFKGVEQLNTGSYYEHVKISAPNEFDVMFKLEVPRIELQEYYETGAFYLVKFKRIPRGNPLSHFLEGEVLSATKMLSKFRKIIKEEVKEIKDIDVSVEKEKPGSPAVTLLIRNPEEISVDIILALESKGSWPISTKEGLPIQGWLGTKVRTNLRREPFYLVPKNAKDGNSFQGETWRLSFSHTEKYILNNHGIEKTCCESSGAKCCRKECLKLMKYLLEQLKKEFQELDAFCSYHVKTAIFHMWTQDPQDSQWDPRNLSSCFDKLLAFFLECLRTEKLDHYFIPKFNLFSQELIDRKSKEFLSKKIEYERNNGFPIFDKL
# * = called active by the depositor; & = joins results of further samples.
mol | mcGAS MS inh
CN(Cc1ccc(F)cc1)Cn1[nH]c(-c2ccc(Cl)cc2)nc1=S | 10
COCC1CCN(c2nc(C(C)(C)C)nc3c2cnn3C)C1 (stereo not drawn) | -26
CCCC1CCC(C2=N/C(=C\C=C\c3ccccc3OC)C(=O)O2)CC1 (stereo not drawn) | -4
Cc1ccc(C(OC(=O)CCNC(=O)c2ccccc2Cl)C(F)(F)F)o1 (stereo not drawn) | 4
Cc1ccc(NC(=O)CC(=O)N(CCO)CCO)cc1 | -28
CC(NC(=O)C1CC(=O)N(NC(=O)OC(C)(C)C)C1)C1CC1 (stereo not drawn) | -10
CCCn1c(C)cc(C(=O)CN2C(=O)C(=O)N(CC)C2=O)c1C | 0
Cc1nc(CNC(=O)C2CCCOC2)oc1-c1ccc(Cl)cc1 (stereo not drawn) | -10
CC(OCC(F)(F)F)C(=O)N1CCCC1 (stereo not drawn) | 1
Cc1cccc(N(Cc2ccccc2)C(=O)CN2C(=O)CN(C)C2=O)c1 | -2

# (cont.)
mol | mcGAS MS inh
O=C(CCc1ccsc1)N1CCC2(CCCN(Cc3ccc(F)cc3)C2)C1 (stereo not drawn) | -10
Cc1ccc(C2=NC3(CCCCCC3)NC2=S)cc1 | -13
CC(O)c1ccc(CNC(=O)c2ccc(C3SCCCS3)cc2)cc1 (stereo not drawn) | -4
CSCC(C)N1CCC(Oc2cc(Cl)ccc2C(=O)N2CCCCC2)CC1 (stereo not drawn) | -11
O=C(COc1ccccc1[N+](=O)[O-])Nc1nc(-c2ccc3c(c2)OCCO3)cs1 | -10
O=C(NCC1COCCO1)c1cc(COc2cccc(C(F)(F)F)c2)on1 (stereo not drawn) | -9
CCOC(=O)c1c(C)n(-c2ccccc2)c2ccc(OC(=O)c3ccc(C)cc3)cc12 | -7
O=C(NCCCn1nc(-c2ccncc2)ccc1=O)c1ccc2ccccc2c1 | -11
CCOc1ccccc1-c1nc(SCC(=O)NC2CC3CCC2C3)n[nH]1 (stereo not drawn) | -6
Cc1ccc(N2CC(C(=O)N3CCN(c4ncnc5c4nnn5C)CC3)CC2=O)cc1 (stereo not drawn) | 0

# Later entries:
mol | mcGAS MS inh
CCc1nn2c(ncc3c(=O)n(-c4ccccc4)ccc32)c1-c1ccc(OC)cc1 | -3
CCCSc1ncc(CN2CCC(O)(Cn3ccnc3)CC2)cn1 | -7
OC(Cc1ccccc1)c1ccc(Br)cc1 (stereo not drawn) | -4&0
O=C(O)c1oc2ccc(Br)cc2c1-n1cccc1 | 30
CCOCCCN1C(=O)C(=Cc2c(N3CCOCC3)nc3c(C)cccn3c2=O)SC1=S | -3
COc1ccc(CN(C)C(=O)c2ccc3cccc(F)c3n2)cc1O | -21
CCC(NC(=O)N1CCN(C(=O)c2ccco2)CC1)c1ccncc1 (stereo not drawn) | -15
CCOC(=O)c1c(NC(=O)c2ccc(F)cc2)sc(C(=O)Nc2cc(C(F)(F)F)ccc2Cl)c1C | 0
CC(NC(=O)c1ccc(=O)[nH]c1)c1ccc(F)cc1F (stereo not drawn) | 4
Cn1c(NC2c3ccccc3CCC2(C)C)c(C#N)c(=O)n(C)c1=O (stereo not drawn) | -38

# (continued)
mol | mcGAS MS inh
C=CCNc1ccccc1C(=O)NCc1ccc2c(c1)n(C)c(=O)n2C | -21
Cc1c(Cl)c([N+](=O)[O-])nn1CC(=O)NCC(C)C | -10
CCOc1ccc(CN(CC)S(=O)(=O)c2ccc3c(c2)OCCO3)cc1OC | -8
CC(C(=O)NCCC1=CCCCC1)N(C)C(C)c1ccc(-n2cncn2)cc1 (stereo not drawn) | -2
O=C(O)c1ccc(-n2nc3c4c(cccc4c2=O)-c2ccccc2-3)cc1 | -7
Cc1ccoc1C(=O)N1CCC(Nc2ccccc2Cl)CC1 | -15
N#CC(C(N)=S)=C1CCCCC1 | -3
COc1ccc2[nH]c3c(c2c1)CCN1C(=O)C2C(C)=C(C)SC2N=C31 (stereo not drawn) | -1
CSCCCN1CCN(Cc2ccccc2C)CC1 | -10
CCCN(Cc1cc(=O)n2c(C)csc2n1)Cc1nnc(-c2ccco2)o1 | -2

# The results go on:
mol | mcGAS MS inh
CN(Cc1nc(C2CC2)no1)C(=O)c1ccc(NC(=O)C2CCC2)cc1 | -12
Cc1cnccc1N1CCCN(C(=O)c2ccccc2C2CCNC2)CC1 (stereo not drawn) | 4
CC(=O)c1c(O)cc(=O)n(-c2ccccc2)c1-c1cccc2ccccc12 | -7
CN1CCN(C(=O)c2ccccc2NC(=O)c2cccs2)CC1 | -8
CC(C)NC(=S)NC1(c2ccccc2)CCC1 | 4
COc1cc(C(=O)N2CCCC3(CC2)CN(C)C(=O)O3)ccn1 (stereo not drawn) | -18
CCc1cc2c(=O)c(-c3ccc4c(c3)OCO4)c(C(F)(F)F)oc2c(CN(C)C)c1O | 22
CCc1nccc(CN2CCOc3c(O)cc(-c4cccc(Cl)c4)cc3C2)n1 | -6
CC1=NN(CC(=O)NCc2nc(-c3ccc(C)cc3)c(-c3ccccn3)[nH]2)CC1 | -13
Cc1cc(C)n(C(C)C(=O)Nc2ccc(-c3ncn[nH]3)cc2)n1 (stereo not drawn) | -1

# Molecules from the list above with a thiophene ring, fused or not:
mol | mcGAS MS inh
O=C(CCc1ccsc1)N1CCC2(CCCN(Cc3ccc(F)cc3)C2)C1 (stereo not drawn) | -10
CCOC(=O)c1c(NC(=O)c2ccc(F)cc2)sc(C(=O)Nc2cc(C(F)(F)F)ccc2Cl)c1C | 0
CN1CCN(C(=O)c2ccccc2NC(=O)c2cccs2)CC1 | -8

# Additional results.
mol | mcGAS MS inh
Cc1noc(C)c1CNC(C)CC1CCCCC1 (stereo not drawn) | 10
Cc1cccnc1-n1c(SCC(=O)NC2CC2)nc2ccccc2c1=O | -1
COc1ccc(C)cc1S(=O)(=O)Nc1ccccc1C(C)C | -11
Cn1ncc(Br)c1C(=O)N/N=C\c1ccc(C(F)(F)F)cc1 | -3
Cc1cc2ccccc2n1CCC(=O)N(C)Cc1ccco1 | -10
CN=c1scc(-c2ccc(OC(F)F)cc2)n1N=Cc1ccc(C#N)cc1 | -13
Cc1cc(C)n(CCC(=O)N2CCC(=O)NCC2C)c(=O)n1 (stereo not drawn) | -8
Cc1csc(C(C#N)C(=O)CSc2nnc(NC3CC3)s2)n1 (stereo not drawn) | -1
Cc1ccc(-n2ncc3c(=O)n(NC(=O)Cc4cccc5ccccc45)cnc32)cc1C | -10
CNc1ccc([N+](=O)[O-])cc1C(=O)Nc1cc(C)ccn1 | -5

# (next part)
mol | mcGAS MS inh
CCc1sc(C(=O)O)cc1-c1ccc(C(N)=O)cc1 | -4
CNC(=O)Cn1cc(-c2cccc(-n3cccn3)c2)cn1 | 6
Cc1cccnc1NC(=O)c1ccc(=O)n(Cc2ccccc2F)c1 | -7
O=C(c1cccc(F)c1)N1CCCC(OCc2cccc(OC(F)(F)F)c2)C1 (stereo not drawn) | -6
CC(C1CC2CCC1C2)n1c(-c2cccs2)n[nH]c1=S (stereo not drawn) | -5
O=C1NC(=S)N/C1=C\c1cc(Br)cc(Br)c1O | 1
COCCN1CCCC(O)(CN2CCN(c3cc(C)nc4ncnn34)CC2)C1=O (stereo not drawn) | -8
CC(C)(C)c1nc(C(=O)Nc2ccc(S(C)(=O)=O)nc2)cs1 | -12&-3
CC1=C(C(=O)OCC(F)(F)F)C(c2ccc3c(c2)OCO3)NC(=O)N1 (stereo not drawn) | -11
O=C(c1ccc2c3c(cccc13)CC2)C1CCCN(C(=O)CCc2cnccn2)C1 (stereo not drawn) | 2

# Continued:
mol | mcGAS MS inh
CN(C)C(=O)N1CCN(Cn2nnc(-c3ccc(Cl)cc3)n2)CC1 | -11
NS(=O)(=O)c1ccc(C(=O)NCc2cc(F)cc(Br)c2)o1 | -5
Cc1nc(NCCNC(=O)c2ccccc2F)cc(N2CCCC2)n1 | -15
Cc1ccc(CN(CCN(C)C)C(=O)c2cccc3c2OCCO3)s1 | -39
CC(SCc1ccc(F)cc1Cl)C(=O)NC1CC1 (stereo not drawn) | -8
COc1cccc(C(=O)NCC(=O)NCc2ccc(C(F)(F)F)cc2)c1 | 2
CCOc1ccccc1NC(=O)N1CCCCC1CCn1cccn1 (stereo not drawn) | -8
Cc1c(C(=O)N2CCC2)oc2ccc(Br)cc12 | 7
CCC(=O)Nc1cc(-c2cccs2)nn1-c1nc(C)c(C)c(=O)[nH]1 | -7
COc1cc(Cl)c(C)cc1NC(=O)C1CCN(C(=O)C2CC2)CC1 | -14

# Next structures follow.
mol | mcGAS MS inh
CC(CNC(=O)C(C)(C)c1ccccc1)Oc1cccnc1 (stereo not drawn) | -24
C=CCN(CC=C)C(C(=O)O)c1ccc(F)c(C)c1 (stereo not drawn) | 0
c1ccc(C2CCCCN2Cc2ccc(-c3ccn[nH]3)s2)nc1 (stereo not drawn) | -12
CC1(C(=O)NS(=O)(=O)c2cccs2)CCN1C(=O)c1ccc(C2CCCCC2)cc1 (stereo not drawn) | -8
O=C(NCCS(=O)(=O)c1ccc(F)cc1)C1CC2(CCNCC2)CN1 (stereo not drawn) | -13
CCOCC(=O)N1CCN(c2ncnc3c2nnn3CC)CC1 | 3
CC/C=C(/C)C(=O)NC(C)c1ccc(OCc2ccncc2)c(OC)c1 (stereo not drawn) | -13
Cc1cc(C)cc(NC(=O)Cn2nc(C3CC3)c3cnn(-c4ccc(C)c(C)c4)c3c2=O)c1 | -11
CN(Cc1ccc(Cl)cc1)Cc1cc2c(cc1O)OCO2 | -11
COc1cc(Br)c(COC(=O)c2c(C)noc2N)cc1OC | -14

# 2 of the compounds above, with each value named:
Cc1nc(NCCNC(=O)c2ccccc2F)cc(N2CCCC2)n1
  mcGAS MS inh = -15
Cc1ccc(CN(CCN(C)C)C(=O)c2cccc3c2OCCO3)s1
  mcGAS MS inh = -39

# More records follow.
mol | mcGAS MS inh
CCC(NC(=O)c1cnn(Cc2ccccc2)c1)c1ccnn1C (stereo not drawn) | -28
NC(=O)COc1cccc(CN2CCCSc3ccccc32)c1 | -12
CC1C(c2cccs2)=[N+]([O-])C(C)(c2ccc(Br)cc2)N1O (stereo not drawn) | -19
NCCc1nc(NCC(c2ccccn2)N2CCOCC2)c2ccccc2n1 (stereo not drawn) | -21
O=C(c1ccc(=O)[nH]c1)N1CCN(C(=O)c2cc3ccccc3o2)CC1 | -3
CS(=O)(=O)N(c1ccc(Br)cc1)S(=O)(=O)c1ccc(Cl)c([N+](=O)[O-])c1 | 0
Cc1nc(N2CCOCC2)c2sc(=S)n(C)c2n1 | -18
CCOc1ccc(S(=O)(=O)N=c2sc3cc(OC)ccc3n2C(F)F)cc1 | -9
COc1cc(Cl)ccc1OCc1cc(C(=O)N2CCN(C3CCCCC3)CC2)no1 | -2
Fc1cccc(-c2nccn2CCCc2ccncc2)c1F | -22

# Part of the list above in order of SMILES length, largest number first.
mol | mcGAS MS inh
CS(=O)(=O)N(c1ccc(Br)cc1)S(=O)(=O)c1ccc(Cl)c([N+](=O)[O-])c1 | 0
CC1(C(=O)NS(=O)(=O)c2cccs2)CCN1C(=O)c1ccc(C2CCCCC2)cc1 (stereo not drawn) | -8
COc1cc(Cl)ccc1OCc1cc(C(=O)N2CCN(C3CCCCC3)CC2)no1 | -2
CCOc1ccc(S(=O)(=O)N=c2sc3cc(OC)ccc3n2C(F)F)cc1 | -9
CC1C(c2cccs2)=[N+]([O-])C(C)(c2ccc(Br)cc2)N1O (stereo not drawn) | -19
CC/C=C(/C)C(=O)NC(C)c1ccc(OCc2ccncc2)c(OC)c1 (stereo not drawn) | -13
NCCc1nc(NCC(c2ccccn2)N2CCOCC2)c2ccccc2n1 (stereo not drawn) | -21
c1ccc(C2CCCCN2Cc2ccc(-c3ccn[nH]3)s2)nc1 (stereo not drawn) | -12
CCC(NC(=O)c1cnn(Cc2ccccc2)c1)c1ccnn1C (stereo not drawn) | -28
COc1cc(Br)c(COC(=O)c2c(C)noc2N)cc1OC | -14
CC(CNC(=O)C(C)(C)c1ccccc1)Oc1cccnc1 (stereo not drawn) | -24
NC(=O)COc1cccc(CN2CCCSc3ccccc32)c1 | -12
Fc1cccc(-c2nccn2CCCc2ccncc2)c1F | -22

# Carrying on:
mol | mcGAS MS inh
COC(=O)C1=C(C)NC(C)=C(C(=O)OCCN(C)Cc2ccccc2)C1c1cccc([N+](=O)[O-])c1 (stereo not drawn) | -8&-3&1&2
COc1ccc(C(CC(=O)N2CCN(c3cnccn3)CC2)c2ccccc2)cc1 (stereo not drawn) | -2
O=[N+]([O-])c1cc(S(=O)(=O)N2CCCC2)ccc1N1CCN(c2ncccn2)CC1 | -10
O=c1c2nnn(-c3ccccc3)c2ncn1Cc1c(F)cccc1Cl | 1
C=C(C)c1nc2cc(OC)c(OC)cc2c(=O)o1 | -15
Cc1ccc(C)c(S(=O)(=O)C2(C(=O)Nc3cc(S(C)(=O)=O)ccc3C)CCCC2)c1 | 13
CN(CC1CCCCC1)S(=O)(=O)c1ccc(NS(C)(=O)=O)cc1F | 7
Cc1ccc2cc(C(=O)N3CCC(OCCN4CCOCC4)C3)[nH]c2c1 (stereo not drawn) | -3
Cc1c(C(=O)NCc2ccc(C#N)cc2)sc(=O)n1Cc1ccccc1 | -7
CCN(CC(=O)NC(C)C)C(=O)CSc1nnc(-c2ccc(Cl)cc2)n1C | -8

# New compounds follow
mol | mcGAS MS inh
O=c1c(NCc2ccc(F)cc2)nccn1Cc1ccc(Cl)cc1 | -4&4
CCOc1ccccc1N1CCN(C(=O)CCc2nnc(-c3ccc4c(c3)OCO4)o2)CC1 | -6
Cn1c(=O)c2c(nc(N3CCN(Cc4ccccc4)CC3)n2Cc2ccccc2Cl)n(C)c1=O | -8
COc1cc(CN(C)C(=O)c2cc(N3CCOCC3)nc3ccccc23)cc(OC)c1OC | -5
CN(C)c1ncccc1N(C)C(=O)C1CSc2ccccc21 (stereo not drawn) | -6
Cc1nn(CC(=O)N2CCCC(c3ccn[nH]3)C2)c(=O)c2ccccc12 (stereo not drawn) | -8
OCC#Cc1csc(C2NCCc3[nH]cnc32)c1 (stereo not drawn) | -2
S=c1nc(-c2ccc(Br)cc2)[nH]c2ccccc12 | -10
Cc1cc(CSc2ccc3c(c2)NC(=O)CO3)no1 | 0
CC1CC1c1ccc(CN(C)S(=O)(=O)c2cc3c(cc2Cl)NC(=O)CO3)o1 (stereo not drawn) | -4
Cc1ccc(NC(=O)C2(C)CCN2Cc2csc3ccccc23)cc1 (stereo not drawn) | -1
Cc1nccn1CC(C)OC(=O)CC(C)(C)C (stereo not drawn) | -1

# Screening data as filed in PubChem BioAssay.

# A portion of the library; count on the stated rates, not on these rows.
